# BRCA1 expr up: qHTS Assay to Identify Small Molecule Activators of BRCA1 Expression; MCF7-BRCA1-FFLuc reporter, luminescence, 48 h; response scale: scaled: vehicle 0%, 10 µM genistein 100%; Potency, µM (highest dose often 46.1 µM), for the others: at the top dose activation, hits mostly activators; 1.1% of 380,000 active; AID 624202, 2012; active = well fitted activation curve with a large enough effect; inconclusive = small, poorly fitted or top-dose-only effect; inactive = no such curve, though single readings can be large or run the other way; note: nearly all actives have a fitted effect of over 80% in size; some results filed as inactive show a strong effect at the top dose
#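 48 h compound treatment of MCF7-BRCA1-FFLuc cells (phenol-red free MEM, 37 °C), then 15 min with luciferase substrate and luminescence imaging.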
# An asterisk follows results filed as active; ? = inconclusive; [ ] = another dose, or the depositor's remark. Potency is the fitted concentration of half-maximal effect. These rows are one share of the data (hit frequency here may not be typical).
entry	SMILES	BRCA1 expr up
1	CN1CCC(N2CCN(C3CN(Cc4ccc(F)cc4)S(=O)(=O)C3)CC2)CC1 (centres undefined)	-2%
2	CCNC(=O)C1(C)CCN(C(=O)c2cccc3ccccc23)C1 (centres undefined)	-9%
3	COCCCN1C(=O)C(CC(=O)NCc2cccs2)CC(C(=O)N(C)C)=C1C (centres undefined)	3%
4	CC(C)Nc1ncnc2c1ncn2[C@H]1CN(Cc2ccc3c(c2)OCO3)C[C@@H](CO)O1	8%
5	Cc1cn([C@H]2C[C@H](O)[C@@H](CNCc3ccc4ncccc4c3)O2)c(=O)[nH]c1=O	7%
6	Cc1csc(N=Nc2ccc(N(C)C)cc2)[n+]1[O-]	?
7	CC(=O)Oc1cc2c(cc1OC(C)=O)C(=O)CCCC2	3%
8	CC(=O)c1ccc(OC2(C)CCN(Cc3csc4ccccc34)C2)cc1 (centres undefined)	13%
9	COc1ccccc1N1CCN(S(=O)(=O)CCNC(=O)c2ccco2)CC1	-5%
10	COc1ccc([C@H]2CC(=O)C[C@@H](CCn3cc(-c4nccn4C)nn3)O2)cc1	14%
11	COc1ccc(NC(=O)c2cc(-c3ccc(F)cc3C)n[nH]2)cc1OC	53%
12	Nc1[nH]c(C(=O)c2ccccc2)c(-c2ccccc2C(F)(F)F)c1C(=O)c1cccs1	-4%
13	O=C(NCc1nnnn1-c1ccc(F)cc1)c1ccc2c(c1)OCO2	14%
14	Cn1nc(C(C)(C)C)cc1N1C(=O)CCC1(C)C(=O)Nc1ccc2c(c1)OCCO2 (centres undefined)	12%
15	COc1ncnc2c1ncn2CCCNCc1ccc2c(c1)OCO2	3%
16	CCc1nc2ccc(C(=O)Nc3cccc(NS(C)(=O)=O)c3)cn2c1N(CCC(C)C)CCN(C)C	-10%
17	COc1ccc(Cc2c(-c3cccc(Br)c3)nc3ccc(Cl)cn23)c(C)c1	94%
18	CCCNC(=O)C1(C)CCN(Cc2ccc(C)c3ccccc23)C1 (centres undefined)	-33%
19	CCOC(=O)C1(C)CCN1C(=O)c1cccc2ccccc12 (centres undefined)	8%
20	CN(C(=O)COC(=O)COc1ccc2ccccc2c1)c1ccccc1	-1%
21	CC(C)OC(=O)N(C)C[C@@H]1OCc2cn(nn2)CCCC(=O)N([C@H](C)CO)C[C@H]1C	0%
22	CNC(=O)C1Cc2c(-c3ccccc3Oc3ccccc3)ccnc2O1 (centres undefined)	42%
23	COc1ccc(Nc2nc3cc(-c4ccsc4)sc3c(=O)n2C)cc1OC	-24%
24	CCCCOCCCNC(=O)C[C@@H]1C[C@@]2(C(=O)OC)CCCCC=C2N(Cc2ccco2)C1=O	-5%
25	CC(C)Nc1ncnc2c1ncn2[C@H]1CN(Cc2ccco2)C[C@@H](CO)O1	5%
26	CCc1nc2c(OCCOc3ccc(F)cc3)cccn2c1N(C)C(=O)c1ccccc1F	-11%
27	CCCCCCN1CCN(C2CN(C3CCCCC3)S(=O)(=O)C2)CC1 (centres undefined)	-10%
28	CCOC(=O)CSc1nc2nc(Cl)c(Cl)nc2[nH]1	?
29	COCCNC(=O)C1(C)CCCN(C(=O)c2cc(C)on2)C1 (centres undefined)	0%
30	O=C1NC[C@H](Cc2ccc(O)cc2)N(C[C@H]2CCCN2C[C@H](Cc2ccccc2)N2C[C@H](Cc3ccccc3)N(CCc3ccccc3)C(=O)C2=O)C1=O	-13%
31	CC1(Cc2cccc(C(F)(F)F)c2)C(=O)Nc2c(Cl)ccc(Cl)c21 (centres undefined)	7%
32	Cc1c(C(=O)NCc2ccc3c(c2)OCCO3)sc(=O)n1Cc1ccccc1C#N	0%
33	COc1ccc(NC(=O)CNCc2cccs2)c(OC)c1	3%
34	CCN(CC)/[N+]([O-])=N/OCOC(=O)C(C)c1ccc2cc(OC(C)=O)ccc2c1 (centres undefined)	-4%
35	COCCNc1nc(NCc2cccc(OC)c2)c2sccc2n1	0%
36	COc1cc2c(NC3CCN(C)CC3)nc(N3CCCN(C)CC3)nc2cc1OCCCCCN	-5%
37	COc1ccc(-c2coc3c(C(=O)Nc4cccnc4)cccc23)c(C)c1	?
38	CN(Cc1ccccc1)Cc1cc(=O)oc2ccc3ccccc3c12	1%
39	CCN(CC)c1ccc(/C=C/c2ccnc3ccccc23)cc1	49%
40	O=C(NCCN1CCNC1=O)c1ccc2sc([C@H]3C[C@H](O)[C@@H](CO)O3)nc2c1	-8%
41	CCCCCCCCN1C(=O)[C@H](CC(=O)NCCC(C)C)C[C@@]2(C(=O)OC)CCCCC=C12	-40%
42	Cc1cccc(Cn2c(NC3CCCC3)nc3c2c(=O)[nH]c(=O)n3C)c1	-26%
43	COc1cccc(C(=O)N2CCC[C@H]2C(=O)N2CCC[C@H]2C(=O)N[C@@H](C)c2ccccc2)c1	3%
44	COCCN1C[C@@H](CO)O[C@@H](n2cnc3c(NC4CC4)ncnc32)C1	15%
45	COc1ccc2ccccc2c1C=NN1CCCCC1	-4%
46	COc1ccc([C@H]2C[C@H](n3cc(COC(=O)c4ccccc4)nn3)[C@@H](O)CN2CC2CCCCC2)cc1	-3%
47	COc1cc(F)ccc1-c1csc(C(O)(c2ccccc2)C(F)(F)F)n1 (centres undefined)	-67%
48	Nc1ccn([C@@H]2O[C@H](CNCc3cccc(OC4CCCC4)c3)[C@@H](O)[C@H]2O)c(=O)n1	8%
49	CCCC(C)(C)C(=O)N1CCC1(C)C(=O)Nc1ccc(OC)c(OC)c1 (centres undefined)	4%
50	Nc1ccn([C@@H]2O[C@H](CN=C3NS(=O)(=O)c4ccccc43)[C@@H](O)[C@H]2O)c(=O)n1	9%

# More structures
entry	SMILES	BRCA1 expr up
51	Cc1ccccc1S(=O)(=O)N(C)C[C@H]1OCc2cnnn2CCCC(=O)N([C@H](C)CO)C[C@H]1C	2%
52	Cc1cc(=O)[nH]c2nc3ccccc3n12	3%
53	Cn1ccc2c(-c3ccc(F)cc3F)cc3c(c21)C1CCC3C1 (centres undefined)	-6%
54	CCCCCCn1cc(CN2CC(N3CCN(CCN(C)C)CC3)CS2(=O)=O)nn1 (centres undefined)	18%
55	OC(c1ccc(F)cc1)c1nc(-c2cccs2)cs1 (centres undefined)	76%
56	CCOc1ccc(CCNC(=O)COC(=O)c2ccc(C)c(S(=O)(=O)N3CCOCC3)c2)cc1OCC	33%
57	CCCC(C)(C)C(=O)N1CCC1(C)C(=O)Nc1cccc2ccccc12 (centres undefined)	3%
58	CCN(C(=O)c1cc(OC)c(OC)c(OC)c1)C1CCCCC1	-19%
59	CCc1nc2ccc(C(=O)NCCNC(C)=O)cn2c1N(CC)Cc1cccc(Br)c1	-1%
60	NC(Cc1ccccc1)c1csc(Nc2ccc(C(=O)NCCCO)cn2)n1 (centres undefined)	21%
61	CCCC(=O)N1CCC1(C)C(=O)NS(=O)(=O)c1ccc(C)cc1 (centres undefined)	4%
62	COc1ccc(OC(F)(F)F)cc1CC1(C)C(=O)Nc2ccc(-c3ccsc3)cc21 (centres undefined)	-3%
63	CC1(Cc2ccc(Cl)cc2)C(=O)Nc2ccc(-c3cccnc3)cc21 (centres undefined)	-23%
64	CC(C)CC1C(=O)N(Cc2cn(CCC3OCCCO3)nn2)CCS(=O)(=O)N1Cc1ccc(-c2cccc(CO)c2)cc1 (centres undefined)	-6%
65	CCNC(=O)C1(C)CCN(C(=O)c2cccc(Cl)c2)C1 (centres undefined)	2%
66	Cc1ccc(S(=O)(=O)N2Cc3ccccc3CC2C(=O)N(C)C)cc1 (centres undefined)	4%
67	COc1ccccc1-c1ccc2c(c1)C(C)(Cc1cc(Cl)ccc1C(F)(F)F)C(=O)N2 (centres undefined)	-12%
68	CC(C)(C)Cc1c(-c2cccc(Cl)c2)nc2ccc(Br)cn12	-2%
69	CCNC(=O)C1(C)CCCN(C(=O)c2ccc(OC)c(F)c2)C1 (centres undefined)	17%
70	CC(=O)Oc1ccc2c(c1)C(=O)CCCCCC(=O)O2	4%
71	COCCCNc1ccn2nc(-c3ccc(OCc4ccccc4)cc3)cc2n1	7%
72	CC(=O)N1CC2(CC(c3ccc(Cl)cc3Cl)=NO2)CN1c1cccc(Cl)c1 (centres undefined)	6%
73	COc1ccc(CC(=O)N(CCC2=CCCCC2)c2c(N)n(Cc3ccccc3)c(=O)[nH]c2=O)cc1	-54%
74	O=C(NCc1ccccc1)c1cc(C2COCCN2C(=O)C2CC2)on1 (centres undefined)	0%
75	Cc1ccc(CNC(=O)[C@H]2O[C@@H](n3cnc4c(N)ncnc43)[C@H](O)[C@@H]2O)o1	4%
76	CCOC(=O)c1c(-c2cc(OC)c(OC)c(OC)c2)csc1NC(=O)c1ccccc1	-20%
77	CCc1cc(-c2nnn(CCC3COCCO3)c2CC)ccc1-c1cn(Cc2ccc3ccccc3c2)nn1 (centres undefined)	-42%
78	CCc1nc2c(OCc3ccc(OC)cc3)cccn2c1N(C)C(=O)c1ccco1	0%
79	O=[N+]([O-])c1ccc(CN2[C@H](COCc3ccccc3)[C@@H](N3CCCC3)CS2(=O)=O)cc1	-13%
80	O=C(CC[C@H]1O[C@@H](n2ccc(=O)[nH]c2=O)[C@H](O)[C@@H]1O)N[C@@H](Cc1ccccc1)C(=O)NCc1ccccc1	15%
81	COC(=O)[C@]12CCCCC=C1N(Cc1cccc3ccccc13)C(=O)[C@H](CC(=O)NCc1ccc(C)o1)C2	-23%
82	Cc1nc(C(F)(F)F)ccc1C(=O)N1CCCCCC1(C)C(=O)NCC(C)C (centres undefined)	25%
83	CCc1nc2ccc(C(=O)NCCNC(C)=O)cn2c1N(C)Cc1ccc(OC)cc1	20%
84	O=C(COc1ccc([N+](=O)[O-])cc1)NNC(=O)C1COc2ccccc2O1 (centres undefined)	-7%
85	CCC[C@H]1CN(c2ccccc2)C(=O)[C@@H]1CC(=O)Nc1ccc(OC)cc1	0%
86	CCN(CC)C(=O)C1=C(C)N(Cc2ccc(F)cc2)C(=O)C(CC(=O)NC2CCCC2)C1 (centres undefined)	0%
87	O=C1NC(Cc2ccccc2)c2nc3ccc(Br)cc3c(=O)n2-c2cc3ccccc3cc21 (centres undefined)	-8%
88	COc1ccc(-c2cc(NC(C)=O)c3ncc(-c4cc(OC)c(OC)c(OC)c4)n3c2)cn1	-46%
89	O=C(CC[C@H]1O[C@@H](n2ccc(=O)[nH]c2=O)[C@H](O)[C@@H]1O)N[C@H](Cc1ccccc1)C(=O)NCc1cccs1	13%
90	O=[N+]([O-])c1ccc(C(S(=O)(=O)Cc2ccccc2)S(=O)(=O)Cc2ccccc2)cc1	1%
91	CCCCNC(=O)C1(C)CCC(=O)N1C1CCN(Cc2ccccc2)CC1 (centres undefined)	3%
92	NC(=O)c1cccc(Nc2nc(C(N)CCc3ccccc3)cs2)n1 (centres undefined)	-19%
93	N#Cc1ccc(/C=C2\C=Cc3ccccc32)cc1	79%
94	O=C(NC(c1ccccc1)c1ccc2ccccc2n1)C1CCN(Cc2ccc(Oc3ccccc3)cc2)CC1 (centres undefined)	0%
95	COc1ccc2c(CN3CCCC3)cc(=O)oc2c1	18%
96	CC(C)c1cc(C(=O)OCC(=O)NC2CCS(=O)(=O)C2)c(O)c(C(C)C)c1 (centres undefined)	1%
97	COc1ccc(-c2nc3ccc(Br)cn3c2Cc2cccc(Cl)c2)cc1OC	-10%
98	Cc1ccc(S(=O)(=O)NC(=O)C2(C)CCN2C(=O)c2ccccc2CCc2ccccc2)cc1 (centres undefined)	0%
99	CCN(CC)C(=O)C1=C(C)N(Cc2ccc(C(C)(C)C)cc2)C(=O)C(CC(=O)NC(c2ccccc2)c2ccccc2)C1 (centres undefined)	-64%
100	CCc1nc2c(OCCn3cccc3)cccn2c1N(C)C(=O)c1ccc(C)cc1	-8%

# Quoted at random: five compounds from above.
entry	SMILES	BRCA1 expr up
53	Cn1ccc2c(-c3ccc(F)cc3F)cc3c(c21)C1CCC3C1 (centres undefined)	-6%
55	OC(c1ccc(F)cc1)c1nc(-c2cccs2)cs1 (centres undefined)	76%
4	CC(C)Nc1ncnc2c1ncn2[C@H]1CN(Cc2ccc3c(c2)OCO3)C[C@@H](CO)O1	8%
41	CCCCCCCCN1C(=O)[C@H](CC(=O)NCCC(C)C)C[C@@]2(C(=O)OC)CCCCC=C12	-40%
64	CC(C)CC1C(=O)N(Cc2cn(CCC3OCCCO3)nn2)CCS(=O)(=O)N1Cc1ccc(-c2cccc(CO)c2)cc1 (centres undefined)	-6%

# The main list resumes, repeating the six entries before the break.
entry	SMILES	BRCA1 expr up
95	COc1ccc2c(CN3CCCC3)cc(=O)oc2c1	18%
96	CC(C)c1cc(C(=O)OCC(=O)NC2CCS(=O)(=O)C2)c(O)c(C(C)C)c1 (centres undefined)	1%
97	COc1ccc(-c2nc3ccc(Br)cn3c2Cc2cccc(Cl)c2)cc1OC	-10%
98	Cc1ccc(S(=O)(=O)NC(=O)C2(C)CCN2C(=O)c2ccccc2CCc2ccccc2)cc1 (centres undefined)	0%
99	CCN(CC)C(=O)C1=C(C)N(Cc2ccc(C(C)(C)C)cc2)C(=O)C(CC(=O)NC(c2ccccc2)c2ccccc2)C1 (centres undefined)	-64%
100	CCc1nc2c(OCCn3cccc3)cccn2c1N(C)C(=O)c1ccc(C)cc1	-8%
101	CCN(CC(=O)Nc1ccc2c(c1)OCCO2)C(=O)COc1ccc(C(C)=O)cc1	2%
102	CC(C)(C)NC(=O)C(c1ccc(O)cc1)N(Cc1ccc2c(c1)OCO2)C(=O)CCl (centres undefined)	9%
103	O=C(COC(=O)c1cnc(Cl)c(Cl)c1)NC1CCCC1	7%
104	CC(C)(C)NC(=O)C1c2ccccc2OCC(=O)N1CCCN1CCOCC1 (centres undefined)	15%
105	O=C(Nc1ccc([N+](=O)[O-])cc1)C(c1ccccc1)c1ccccc1	-28%
106	Fc1cccc(Cc2c(-c3ccco3)nc3c4ccccc4ccn23)c1	2%
107	O=C1CCC(OCc2ccccc2)CCN1[C@H](CSc1ccccc1)Cc1ccccc1 (some centres undefined)	-34%
108	COCOCCn1cc(CN2CCS(=O)(=O)N(Cc3ccc(-c4ccc(OC)cc4)cc3)C(CC(C)C)C2=O)nn1 (centres undefined)	-70%[inhibitor]

# From PubChem
